miR122 inh: miR-122 inhibition in Huh7 cells. activation (reporter increase), % at 12.5 µM. AID 602342. Huh7 miR-122 Renilla luciferase sensor, 48 h; neutral wells = 0, positive control = 100. 340,000 tested, 0.3% active;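 active means mean replicate activation score at least 90 and every replicate individually at or above 90; inconclusive means only one of the two criteria met; inactive means neither criterion met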;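 further: higher luciferase means less miR-122 activity so hits act as miR-122 inhibitors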
PglD inh: PglD (C. jejuni) enzyme inhibition; purified PglD enzyme, DTNB colorimetric CoA detection; inhibition, % at 12.5 µM; 360,000 tested, 0.098% active; AID 602405; in the data active means inhibition above about 16%, passing the limit was not always enough; inconclusive means no clear call, values can overlap the other calls; further: strong numbers were not always called active
ERAP1 inh: inhibitors of human ERAP1 aminopeptidase; recombinant ERAP1, Leu-AMC fluorescence, 60 min; Q9NZ08; inhibition, % at 10.7 µM; AID 652197; 340,000 tested, 0.15% active;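 active means mean replicate inhibition of at least 30%, or all replicates individually reaching that 30% level; inactive means mean below 30% and not every replicate reaching it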;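 further: 0% = neutral control wells and 100% = L-leucinethiol positive control wells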
RAD52 anneal inh: blocks human RAD52 DNA annealing; 360,000 tested, 0.46% active; AID 651710; recombinant RAD52 DNA annealing, FRET fluorescence; P43351; inhibition, % at 18.7 µM;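 active means every replicate showing at least 50% inhibition; inconclusive means mean inhibition at least 50% but not in every replicate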
Cneo AK release: causes C. neoformans cell lysis. lysis activity, % at 15 µM. 360,000 tested, 0.2% active. adenylate kinase release luminescence, 4 h; normalised: neutral wells 0, clomiphene wells 100. AID 651654;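 active means mean lysis activity across replicates of at least 80%, whatever share of replicates individually reach that level; inactive means mean lysis activity below 80%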
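Signal: Adenylate kinase release luminescence | Assay system: Log-phase Cryptococcus neoformans yeast cells | Input: Cells at 5 × 10^6 per mL | Buffer or medium: Fresh YPD growth medium | Compound: Single dose | Schedule: Static 4 h at 37 °C with compound, 1 h detection | Controls: Clomiphene | Read-out: Luminescence rise reflecting yeast cell lysis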
PGC1a acetyl inh: PGC1a acetylation modulation, inhibitor mode. AID 651687. 350,000 tested, 0.17% active. inhibition, % at 15.6 µM. U2OS PGC1a acetylation, AlphaScreen anti-acetyl-lysine; with virally co-expressed GCN5 acetyltransferase;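 active means every replicate shows inhibition of at least 40%; inconclusive means mean inhibition at least 40% but some replicate below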;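 further: 0% = neutral control wells and 100% = positive control wells; some results beyond the cut were filed as inactive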
RAD54 branch: inhibitors of human RAD54 branch migration. AID 602329. RAD54 Holliday junction branch migration, FAM/BHQ fluorescence. Q92698. 360,000 tested, 0.14% active. inhibition, % at 10.4 µM;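 active means mean normalized replicate activity at least 40 and at least half of replicates scoring 40 or more; inconclusive means only one of the two criteria met; inactive means mean below 40 and under half of replicates reaching 40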;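 further: 0% = median of neutral control wells and 100% = median of positive control wells; inhibitors cause a drop in the FAM fluorescence signal; in these data hits start at about 50%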
Target sequence (Q92698 whole entry, looked up): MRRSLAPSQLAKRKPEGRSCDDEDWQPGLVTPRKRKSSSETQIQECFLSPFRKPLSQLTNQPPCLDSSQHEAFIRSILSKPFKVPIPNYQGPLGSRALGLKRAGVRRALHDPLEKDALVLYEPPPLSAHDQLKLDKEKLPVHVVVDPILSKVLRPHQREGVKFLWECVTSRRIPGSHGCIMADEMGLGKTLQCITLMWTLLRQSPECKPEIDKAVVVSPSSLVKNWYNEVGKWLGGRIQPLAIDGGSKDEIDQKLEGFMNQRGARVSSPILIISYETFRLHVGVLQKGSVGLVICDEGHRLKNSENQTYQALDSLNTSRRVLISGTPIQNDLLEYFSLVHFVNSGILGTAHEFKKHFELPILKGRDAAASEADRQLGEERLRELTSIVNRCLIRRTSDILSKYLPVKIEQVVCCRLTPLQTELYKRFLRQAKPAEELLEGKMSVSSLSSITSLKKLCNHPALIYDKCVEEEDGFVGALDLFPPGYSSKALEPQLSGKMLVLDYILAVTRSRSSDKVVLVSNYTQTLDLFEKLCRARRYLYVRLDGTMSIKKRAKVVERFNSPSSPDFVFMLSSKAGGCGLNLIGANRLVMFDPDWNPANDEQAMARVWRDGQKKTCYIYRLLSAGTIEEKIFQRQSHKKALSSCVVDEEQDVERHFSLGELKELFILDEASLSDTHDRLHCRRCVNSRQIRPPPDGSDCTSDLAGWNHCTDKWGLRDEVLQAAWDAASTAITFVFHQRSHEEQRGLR
E-sel inducer: E-selectin induction on HUVECs | 260,000 tested, 0.37% active | HUVEC E-selectin immunofluorescence imaging; normalized: neutral wells 0, TNF-alpha wells 100 | activation, % at 7.58 µM | AID 686992 | P16581;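 active means mean E-selectin-positive cell signal at least 10% of the positive control, reached in at least 60% of replicates, without over 20% cell loss; inconclusive means no rule given, readout overlaps actives, possibly toxicity-flagged; inactive means the rest, including those meeting only one limit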;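 further: in these data hits start at about 27%; measured in HUVEC primary endothelial cells; signal is the percent of cells scored E-selectin positive by PE staining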
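Assay system: HUVEC primary endothelial cells. Input: 3,000 HUVEC seeded per well. Doses: one compound dose added by pin transfer. Read-out basis: % PE-positive cells. Benchmarks: TNF-alpha high, DMSO low. Detection: immunofluorescence imaging. Buffer or medium: EGM-2, gelatin.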
Active calls of the source: *; ? = inconclusive; nt = no result given; [ ] = remark or other dose.

entry	molecule	miR122 inh	PglD inh	ERAP1 inh	RAD52 anneal inh	Cneo AK release	PGC1a acetyl inh	RAD54 branch	E-sel inducer
1	Cc1noc(C)c1NC(=O)Nc1ccc2c(c1)C(=O)N([C@@H](C)CO)C[C@@H](C)[C@H](CN(C)S(=O)(=O)c1cccs1)OCCCC[C@H](C)O2	15[16.7 µM]	-2	-1	-30	-2	nt	6	0.2
2	O=C(C[C@H]1CC[C@H]2NC[C@@H](O)COC[C@@H]2O1)NCCc1ccccc1	-4[16.7 µM]	2	-3	-3	-3	3	1	0.3
3	COc1ccc(CN(C)C(=O)c2[nH]c(C)c(C(C)=O)c2C)cc1F	11	nt	0	-12	nt	nt	nt	0.3
4	CCOc1ccc(-n2c(C)c(C(=O)OC)c3cc(O)ccc32)cc1	-5	0	nt	-14	-1	-1	4	0.4
5	COc1ccc(CCNC(=O)c2cc(S(=O)(=O)N3CCCC3)cn2C)cc1OC	0	-2	4	-7	1	-4	0	-0.1
6	O=C(C[C@@H]1CC[C@H]2[C@@H](COC[C@@H](O)CN2C(=O)Nc2ccccc2)O1)NCc1ccccc1F	-7[16.7 µM]	3	-2	9	-1	-10	2	0.2
7	CCC(=O)Nc1cccc(-c2nnc(-c3cccc(NC(=O)CC)c3)o2)c1	-4	2	2	-3	0	-21	-2	nt
8	C1=CCC(CN2CCN(C3CCCCCC3)CC2)CC1 (configuration not stated)	nt	nt	-3	13	nt	-18	nt	0.1
9	c1ccc(OCCNc2ccn3nc(-c4ccco4)cc3n2)cc1	-3	-2	4	-14	-1	0	2	0.0
10	O=C(C[C@@H]1CC[C@H]2[C@@H](COC[C@H](O)CN2S(=O)(=O)c2ccccc2)O1)Nc1ccccc1	-4[16.7 µM]	0	-4	-22	-4	2	4	0.0
11	Cc1cc(C)nc(NS(=O)(=O)c2ccc(NC(=O)c3nn(-c4ccccc4)ccc3=O)cc2)n1	16	-2	0	-5	0	0	7	nt
12	CCN(c1ccccc1)S(=O)(=O)c1ccc(Cl)c(C(=O)O)c1	-2	-3	3	-9	-2	nt	3	-0.1
13	O=C(C[C@@H]1C/C=C\CCCC(=O)OC[C@@H]2CCCN2C1=O)NCCO	6	-7	-4	-5	-4	7	-1	0.6
14	CC(=O)c1ccc(OCCCC(=O)Nc2cccc(-c3nn[nH]n3)c2)cc1	0	0	-16	-8	0	3	-1	0.1
15	CC1Sc2ccc(S(=O)(=O)CCC(=O)Nc3ccccc3Cl)cc2NC1=O (configuration not stated)	-5	-4	0	1	-1	1	4	nt
16	COc1ccccc1/C=C/C(=O)Oc1cccc2cccnc12	-1	4	-4	-15	2	-6	-1	0.2
17	CCOC(=O)N1CCN(Cc2ccccc2Cl)CC1	-3	-3	nt	nt	0	11	-2	nt
18	O=[N+]([O-])c1ccc(CSc2ncnc3ccccc23)cc1	-7	5	-4	2	-3	-2	-1	0.1
19	CSc1nccc(N/N=C/c2ccccc2)n1	1	-7	0	-19	0	7	10	0.3
20	COC(=O)c1ccc(CSc2nccn2C)cc1	0	11	nt	nt	-1	9	1	nt
21	N#Cc1nc(-c2ccccc2F)oc1N1CCCC1	-6	-1	nt	nt	4	13	1	nt
22	O=C(COC(=O)c1cccnc1Cl)Nc1cccc(S(=O)(=O)N2CCOCC2)c1	0	3	2	-10	1	9	-4	0.0
23	O=C(Nc1ccc(S(=O)(=O)N2CCOCC2)cc1)c1ccc([N+](=O)[O-])cc1Cl	0	-2	1	-10	-5	7	-5	-0.2
24	O=C(COc1ccc2c3c(c(=O)oc2c1)CCC3)NC1CCCCC1	-1	-4	8	-2	1	nt	2	nt
25	COC(=O)C[C@@H]1CC[C@@H]2[C@H](COC[C@H](O)CN2CCC(F)(F)F)O1	0[16.7 µM]	0	0	-5	1	0	-5	-0.1

The list continues:
entry	molecule	miR122 inh	PglD inh	ERAP1 inh	RAD52 anneal inh	Cneo AK release	PGC1a acetyl inh	RAD54 branch	E-sel inducer
26	COc1ccc(NC(=O)CCCCCN2C(=O)c3ccccc3C2=O)c(OC)c1	-2	3	0	-10	1	1	-1	nt
27	COc1cc2c3c(c1)C1(C(=O)N3C(C)(C)C=C2C)C(C#N)=C(N)Oc2cc(O)ccc21 (configuration not stated)	5	4	nt	nt	1	-20	-2	nt
28	CCc1ccccc1-n1c(SCC(=O)N2CCCC2)nnc1-c1ccccn1	-3	-5	nt	nt	1	11	3	nt
29	CC(C)C(NC(=O)c1ccc(C(C)(C)C)cc1)C(=O)NCC(c1ccccc1)N(C)C (configuration not stated)	-3	nt	nt	13	nt	-4	nt	0.0
30	COc1ccc2[nH]c(C(=O)O)c(CCNC(C)=O)c2c1	0	2	nt	nt	1	8	6	nt
31	CC(C)NC(=O)N(C)C[C@H]1OCCCC[C@H](C)Oc2ccc(NS(=O)(=O)c3cn(C)cn3)cc2C(=O)N([C@H](C)CO)C[C@@H]1C	1[16.7 µM]	-1	2	-1	-7	-4	1	nt
32	COc1ccc(N(CC(=O)N2CCN(Cc3ccc4c(c3)OCO4)CC2)S(=O)(=O)c2ccc(F)cc2)cc1	-3	-2	-1	-11	3	8	5	-0.3
33	CCOC(=O)C1=CCN(S(=O)(=O)c2ccccc2Cl)C1c1ccc(C)cc1 (configuration not stated)	3	-3	-4	-23	-1	-5	-4	-0.2
34	CCC(=O)N1CCCCN2[C@H](CO)[C@H](c3ccc(C#CCOC)cc3)[C@@H]2C1	7[16.7 µM]	-8	-3	-6	0	-2	0	0.4
35	CCC(=O)N(C)C[C@H]1Oc2ncc(C3=CCCC3)cc2C(=O)N([C@@H](C)CO)C[C@@H]1C	3[16.7 µM]	9	1	9	-1	-1	-1	0.8
36	CN(C[C@@H]1[C@@H](c2ccccc2)[C@@H](CO)N1Cc1ccccn1)S(C)(=O)=O	?	9	nt	-23	0	7	4	-0.2
37	COC(=O)C1N[C@@H]([C@@H](NC(=O)COc2ccccc2)C(=O)NCc2ccccc2)SC1(C)C (some centres not stated)	-6	-2	-1	-24	0	2	3	-0.2
38	O[C@H]1CN(Cc2cccs2)[C@@H](c2ccccc2)C[C@@H]1n1cc(C2CC2)nn1	3	-1	0	-43	-5	3	-2	nt
39	CCN1CCN(c2ccc([N+](=O)[O-])cc2S(=O)(=O)N2CCOCC2)CC1	3	-3	0	-5	-3	-11	1	-0.1
40	O=C1CSc2ccc(C(=O)N3CCN(c4ccccn4)CC3)cc2N1	-4	1	nt	nt	0	-4	8	nt
41	CC(/C=C/c1ccco1)=N/NC(=O)C1COc2ccccc2O1 (configuration not stated)	6	2	5	-24	1	-1	1	-0.2
42	CCOc1ccc(-c2c(C(=O)N/N=C/c3ccsc3)nnn2-c2nonc2N)cc1	-5	-2	-1	-2	5	0	-12	nt
43	Cc1ccc(/C=N\Nc2cn[nH]c(=O)c2Cl)cc1	2	-2	nt	nt	-2	-38	1	nt
44	CC(=O)NNC(=S)NCCc1ccccc1	-1	0	-3	-7	-4	-9	-10	-0.1
45	C[C@@H]1CN([C@@H](C)CO)C(=O)Cc2cc(NC(=O)c3ccncc3)ccc2O[C@H]1CN(C)Cc1ccc(Oc2ccccc2)cc1	-30[16.7 µM]	0	0	-31	4	-2	-12	313*
46	CCc1ccccc1NC(=O)c1cc(-c2ccco2)on1	nt	1	-7	-17	3	nt	-4	nt
47	CCOC(=O)CSc1nnc(CSc2nc3ccccc3s2)n1C	-7	-2	1	-5	-1	6	0	nt
48	COc1cc(NC(=O)CSc2cc(C)c3cc(C)cc(C)c3n2)c(C(=O)O)cc1OC	-6	2	7	-7	7	7	9	0.0
49	COc1ccc(C2C(C(=O)NCCN(C)C)c3cc(OC)c(OC)cc3C(=O)N2C)cc1OC (configuration not stated)	-7	0	nt	nt	-4	4	5	nt
50	COc1ccc(N2C(=NC(=O)c3ccccc3)SC3CS(=O)(=O)CC32)cc1 (configuration not stated)	3	4	2	-17	-1	5	-4	0.0

More results.
entry	molecule	miR122 inh	PglD inh	ERAP1 inh	RAD52 anneal inh	Cneo AK release	PGC1a acetyl inh	RAD54 branch	E-sel inducer
51	CC1=C(C(=O)N(C)C)C(c2cccc(Cl)c2)NC(=O)N1 (configuration not stated)	-3	3	nt	nt	2	2	-47	nt
52	O=C(NC1CCC(O)CC1)c1cc(-c2ccc(Cl)cc2)nc2ccccc12 (configuration not stated)	nt	-3	-2	-9	-2	nt	6	1.0
53	CCOC(=O)c1c(N)n[nH]c1-c1ccc(OC)cc1	1	1	nt	nt	0	-5	-15	nt
54	CCc1cc(CC)c(/C=N/NC(N)=O)c(CC)c1/C=N/NC(N)=O	-10	-11	0	-21	1	-8	4	nt
55	C[C@@H]1CN([C@H](C)CO)C(=O)Cc2cc(NC(=O)Nc3ccccc3)ccc2O[C@H]1CN(C)C(=O)Nc1cccc2ccccc12	-6[16.7 µM]	5	-2	-16	0	0	1	0.5
56	CCN1[C@@H]2Cn3c(ccc(-c4ccccc4F)c3=O)[C@H]1[C@@H](C(=O)NCCOC)[C@@H]2CO	0[16.7 µM]	0	-3	4	0	1	-7	-0.7
57	Cc1cc(C)cc(N(CCC#N)C(=O)COC(=O)CCc2c[nH]c3ccccc23)c1	-2	4	-2	-9	0	4	5	0.9
58	CCCCN(Cc1ccco1)C(=O)c1cc2c(=O)[nH]c3ccc(C)cc3c2s1	-1	2	0	-9	3	nt	-6	-0.2
59	Cc1ccc(CS(=O)(=O)CCC(=O)NCCc2ccccc2)cc1	nt	-6	0	-16	6	6	-3	0.3
60	CC(=O)Nc1ccc(C(=O)N2CCCCC2c2cc(C(=O)NC(C)C)no2)cc1 (configuration not stated)	-2	2	1	1	1	-14	1	0.0
61	Cc1noc(C)c1NC(=O)NCC[C@@H]1CC[C@H](NC(=O)Cc2cccnc2)[C@@H](CO)O1	nt	3	-2	-1	5	1	3	-0.4
62	CCN1C[C@@H]2[C@@H]3C(=O)N(C)C(=O)[C@@H]3[C@](Cc3ccccc3)(C1=O)N2C(=O)c1ccc(Cl)cc1	0	2	0	-14	7	nt	-6	-0.1
63	COc1ccc(-n2nnnc2-c2cn(C)nc2C(F)(F)F)cc1	-2	8	nt	nt	0	5	-8	nt
64	C[C@@H]1CN([C@H](C)CO)C(=O)c2cccc(NC(=O)c3ccc(-c4nccs4)cc3)c2O[C@H]1CN(C)C(=O)NC1CCCCC1	0[16.7 µM]	-2	2	4	0	-1	-2	-0.8
65	CCn1c(C)nnc1SCC(=O)Nc1ccccc1OC	1	-3	-1	-4	-3	10	-6	nt
66	O=C(O)c1ccccc1-c1ccc(C=c2sc3nc4cc(Br)cnc4n3c2=O)o1	0	3	14	-183	-3	nt	-54	0.9
67	COc1cccc(N2C(=O)C3CCCN3C2c2ccc(Cl)cc2)c1 (configuration not stated)	-3	0	-1	-76	0	nt	-2	0.0
68	O=C(COc1ccc(Cl)cc1)OCC(=O)N1CCCC1	-1	-1	nt	nt	-2	1	4	nt
69	CO[C@H]1CN(C)C(=O)c2cc(NS(C)(=O)=O)ccc2OC[C@@H](C)N(C(=O)CN(C)C)C[C@@H]1C	0[16.7 µM]	1	-3	0	-5	8	5	-0.3

Another view of part of the listing above.
The line under a structure holds: miR122 inh	PglD inh	ERAP1 inh	RAD52 anneal inh	Cneo AK release	PGC1a acetyl inh	RAD54 branch	E-sel inducer
41. CC(/C=C/c1ccco1)=N/NC(=O)C1COc2ccccc2O1 (configuration not stated)
→ 6	2	5	-24	1	-1	1	-0.2
21. N#Cc1nc(-c2ccccc2F)oc1N1CCCC1
→ -6	-1	nt	nt	4	13	1	nt

Compound activity deposited in PubChem by Broad Institute.
